SIAE primary – human SIAE inhibition, primary screen. Q9HAT2. SIAE FP-Rh probe binding, fluorescence polarization. inhibition, % at 9.66 µM. actives 0.69% (n = 370,000). AID 1053197;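 active = inhibition above a cutoff: mean of compounds within the control limits plus 3 SD of those, cut at about 17% in these data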;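 note: 0% = plate median of compound wells and 100% = probe without SIAE protein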
Target sequence (Q9HAT2 whole entry, looked up): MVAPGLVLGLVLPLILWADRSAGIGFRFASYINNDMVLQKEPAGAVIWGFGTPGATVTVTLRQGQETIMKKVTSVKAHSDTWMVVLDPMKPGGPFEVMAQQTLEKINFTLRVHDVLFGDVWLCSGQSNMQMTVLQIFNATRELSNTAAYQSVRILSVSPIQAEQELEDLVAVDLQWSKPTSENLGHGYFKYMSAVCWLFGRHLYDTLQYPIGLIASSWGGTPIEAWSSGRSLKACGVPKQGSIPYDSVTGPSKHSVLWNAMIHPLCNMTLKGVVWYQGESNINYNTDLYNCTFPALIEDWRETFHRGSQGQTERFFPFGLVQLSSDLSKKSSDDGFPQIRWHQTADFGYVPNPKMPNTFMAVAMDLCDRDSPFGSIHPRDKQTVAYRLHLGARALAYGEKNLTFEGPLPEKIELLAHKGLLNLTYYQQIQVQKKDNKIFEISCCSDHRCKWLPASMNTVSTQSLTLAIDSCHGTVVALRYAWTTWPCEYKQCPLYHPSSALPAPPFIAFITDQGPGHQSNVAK
LEDGF integ inh – blocks HIV-1 LEDGF/p75-dependent DNA integration; TR-FRET IN-LEDGF/p75 DNA integration, Eu/Cy5; inhibition, % at 3.7 µM; actives 0.64% (n = 370,000);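 active = inhibition above the screen-wide mean plus 3 SD, cut at about 13% in these data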;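 note: signal is the Cy5 over europium emission ratio at 671 and 618 nm; 0% = plate median of compound wells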
mABHD4 FP – ABHD4 (mouse) inhibition, primary FP screen | Q8VD66 | purified mABHD4, FP-Rh probe fluorescence polarization | inhibition, % at 8.92 µM | actives 0.54% (n = 370,000);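 active = inhibition exceeding the mean over every tested compound plus 3 SD, cut at about 30% in these data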;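 note: 0% = plate median of compound wells and 100% = S159A mutant with DMSO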
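Assay system: mouse ABHD4 enzyme, wild type / Also added: fluorescent activity-based probe FP-Rh / Doses: single nominal dose of 8.92 µM, 0.89% DMSO final / Timing: 45 min compound pre-incubation plus 60 min probe step, 25 °C / Signal: FP readout, ex 525 nm / em 598 nm / Control set: S159A mutant/DMSO as 100%, compound-well median as 0%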
HTRA1 inh – HTRA1 (human) protease inhibition; recombinant HTRA1, FP-rhodamine activity-based probe, fluorescence polarization; inhibition, % at 5.96 µM; actives 0.5% (n = 340,000); in the data active = inhibition above about 36%;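 note: 0% = enzyme with DMSO and 100% = wells lacking enzyme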
TDP2 absorb – TDP2 (human) inhibition, absorbance primary screen. O95551. actives 0.34% (n = 370,000). recombinant TDP2, T5PNP hydrolysis, p-nitrophenol absorbance 415 nm. inhibition, % at 12.8 µM;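 active = inhibition above the mean of all tested compounds plus 3 SD, set per campaign, cut at about 25% in these data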;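 note: 0% = DMSO with enzyme and 100% = buffer with substrate but no TDP2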
Target sequence (O95551 whole entry, looked up): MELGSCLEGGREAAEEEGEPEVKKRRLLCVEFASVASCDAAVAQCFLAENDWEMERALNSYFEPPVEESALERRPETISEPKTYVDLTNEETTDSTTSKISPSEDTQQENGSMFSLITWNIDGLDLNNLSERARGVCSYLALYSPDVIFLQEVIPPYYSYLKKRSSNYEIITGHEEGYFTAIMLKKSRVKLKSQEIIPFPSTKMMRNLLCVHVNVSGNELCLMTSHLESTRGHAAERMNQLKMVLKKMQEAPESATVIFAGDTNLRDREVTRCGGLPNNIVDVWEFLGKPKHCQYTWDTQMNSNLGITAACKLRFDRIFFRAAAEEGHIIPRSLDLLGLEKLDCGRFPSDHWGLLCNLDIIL
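test system = human TDP2 enzyme | input = TDP2 enzyme at 120 nM final | medium = 50 mM Tris-HCl pH 7.5 with Mg2+, KCl, DTT, BSA | also added = T5PNP substrate, 5 mM | times = 2 h at 37 °C | technique = epi absorbance | benchmarks = high control without enzyme, low control DMSO plus TDP2 | replication = each compound tested once, singlicate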
PG9 binder – small molecules binding HIV-1 gp120 antibody PG9. TR-FRET gp120-PG9 antibody binding. actives 0.43% (n = 360,000). inhibition, % at 6.7 µM; in the data active = inhibition above about 8.5%
Tn7 DDE FP – inhibitors of Tn7 peptide binding to human fibrin DD(E); AID 720508; actives 0.13% (n = 370,000); P02675; FP displacement of FITC-Tn7 peptide from fibrin DD(E); 0% = median of compound wells per plate; inhibition, % at 8.3 µM;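 active = inhibition above the mean of compounds falling within the control limits plus 3 SD of them, cut at about 14% in these data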;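 note: 0% = plate median of compound wells and 100% = 10 µM Aha-Tn7 peptide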
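Test system: human clot-derived fibrin DD(E) complex / Quantity: 2 µM final DD(E) protein / Incubation: 10 min plus 3 h, room temperature / Measured by: fluorescence polarization / Benchmarks: high control of 10 µM Aha-Tn7 peptide / Replicates: singlicate testing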
TCR-CD3 inh – blocks the human TCR-CD3 interaction | TAMRA-labeled TCR probe fluorescence, biochemical | actives 0.37% (n = 360,000) | inhibition, % at 9.4 µM; in the data active = inhibition above about 19%;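 note: recombinant mutant TCR 2C K166C tagged with TAMRA read by polarization; 0% = receptor in buffer alone and 100% = receptor with positive control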
UHRF1 MBD2 ctr – blocks human UHRF1 binding to methylated DNA. AID 687016. UHRF1 binding to methylated oligo, TR-FRET. inhibition, % at 4.4 µM. actives 0.75% (n = 370,000); in the data active = inhibition above about 21%;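 note: UHRF1 SRA domain binding a hemimethylated CpG hairpin DNA probe; 0% = median of test compound wells and 100% = reference inhibitor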
PRMT1 inh – inhibitors of human PRMT1 | Q99873 | recombinant PRMT1, activity-based probe fluorescence polarization | inhibition, % at 2.79 µM | actives 1.3% (n = 370,000) | AID 652257;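 active = inhibition above about 21% made by adding two undisclosed values, limit read from the data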
* marks the source's active call; other numbers are inactive results; · = not tested or not shown. The order is random, and some 4.2% of all compounds hit somewhere here.

SMILES	SIAE primary	LEDGF integ inh	mABHD4 FP	HTRA1 inh	TDP2 absorb	PG9 binder	Tn7 DDE FP	TCR-CD3 inh	UHRF1 MBD2 ctr	PRMT1 inh
COc1ccc(CC(=O)OCCN(C)C)cc1	2	0	3	5	6	1.4	-1	-5	0	3
Cc1ccccc1CN1CCCCC(NC(=O)Nc2ccccc2F)C1=O (centres undefined)	1	-1	4	·	-2	·	2	·	-2	0
COc1cccc(OCC(=O)N(C)Cc2nc(-c3cccc(C)c3)no2)c1	-12	3	-1	-11	10	-3.5	1	-5	0	0
CCN(CC)S(=O)(=O)N1CCC(C(=O)NC2CCCc3ccccc32)CC1 (centres undefined)	4	-4	7	-2	3	0.5	12	3	2	-1
N/C(=N\OC(=O)CSc1ccccc1)c1ccncc1	2	1	-6	3	-7	-1.4	-2	11	5	-3
CNC(=O)c1ccc(-c2sc3nc(N4CCOCC4)c4c(c3c2N)CC(C)(C)OC4)o1	4	-3	6	2	11	-14	2	1	-4	-2
COc1ccc(-c2ccc3c(n2)CCCN3S(=O)(=O)c2ccc(OC)cc2)cc1	-6	6	-17	·	-20	-1.9	-4	-10	0	-6
Cc1cc(=O)[nH]c(Nc2cccc(Cl)c2C)n1	-6	-4	2	6	-2	-0.5	-5	-3	2	0
COc1ccc(NC(=O)Nc2ccccc2C(=O)N2CCCC2)cc1	9	2	2	1	7	0.6	-3	2	-4	2
O=C1c2ccccc2NC(c2cccc([N+](=O)[O-])c2)N1O (centres undefined)	4	-2	5	12	-2	-0.3	-4	6	3	2
CCN(CC)S(=O)(=O)c1cc(C(=O)Nc2cc(C)on2)c(Cl)cc1Cl	-7	2	1	-7	-2	-1.2	-4	4	2	-1
COc1ccc(/C=C(\NC(=O)c2ccccc2)C(=O)NCCC(=O)O)cc1	-1	-6	1	3	0	-1.2	0	-6	4	5
O=C(O)/C=C/C(=O)Nc1ccc(OCc2ccccc2)cc1	17	5	-6	7	-4	-1.8	1	1	-4	0
C/C(CC(=O)Nc1ccc2c(c1)OCO2)=N\NC(=O)c1ccccc1N	5	5	-6	·	-9	-0.2	-1	5	-3	-7
N#Cc1ccc(-c2ccco2)nc1SCC(=O)c1ccc(Cl)cc1	2	4	19	-6	-1	-0.3	1	7	-2	7
Cc1ccc(-n2c(=O)cc(N3CCC(C)CC3)[nH]c2=O)cc1	-6	3	1	5	0	-1.1	-7	-3	6	1
CCOC(=O)C1(CCc2ccccc2)CCN(C(=O)CCn2cnnn2)CC1	-3	1	-3	4	7	3.2	6	-5	-2	1
CCC(c1nnnn1-c1ccc2c(c1)OCCO2)N1CCN(c2ccc(OC)cc2)CC1 (centres undefined)	10	-2	0	·	-2	-0.6	1	-7	3	1
Cc1ccc2c(C)[nH]c(=O)cc2c1	7	-3	5	3	8	1.4	0	-3	3	2
COc1ccc(NC(=O)CCCNC(=O)c2ccc(Cl)cc2)c(OC)c1	9	2	5	1	-3	1.4	-5	-4	1	4
C/C(=N/OC(=O)c1c(F)cccc1F)c1nccs1	-4	0	0	14	0	-1.3	6	-4	-1	0
CCc1nc2c(OCC(=O)N3CCOCC3)cccn2c1N(C=O)Cc1ccccc1	0	3	4	·	-2	-0.4	-8	9	-2	5
CCCCNC(=O)C[C@@H]1C[C@@]2(C(=O)OCC)CCC=C2N(Cc2ccco2)C1=O	10	5	-2	·	-1	1.4	-1	-1	-4	2
CCN(CC)C(=O)C(C)N1c2cccc3cccc(c23)S1(=O)=O (centres undefined)	-4	2	0	-1	-5	-0.6	-2	-3	2	-1
CSc1nc(C)cc(OCCO)n1	-1	0	-3	-1	-6	3.3	4	-1	1	3
C=CCn1c(SCc2ccc(OC)cc2)nnc1-c1cccnc1	-1	-3	-2	2	-1	-1.9	4	5	-1	-2
Brc1cccc(Cn2c(-c3cncs3)nc3ccccc32)c1	-8	-2	-15	-28	-12	0.6	-2	0	0	1
COc1ccccc1NC(=O)N(CCN1CCCC1)Cc1cc2cc(C)ccc2[nH]c1=O	3	-3	-2	-17	-2	-1.0	4	-4	14	-7
Cn1cc(CCC(=O)NCc2ccc(Cl)cc2)c2ccccc21	2	-2	-3	-5	8	-0.9	4	7	-2	0
C=CCNc1c2c(nc3ncnn13)CC(C)CC2 (centres undefined)	1	-1	2	5	9	-0.3	-3	5	-1	0

2 of these compounds, set out differently:
Structure | SIAE primary | LEDGF integ inh | mABHD4 FP | HTRA1 inh | TDP2 absorb | PG9 binder | Tn7 DDE FP | TCR-CD3 inh | UHRF1 MBD2 ctr | PRMT1 inh
N/C(=N\OC(=O)CSc1ccccc1)c1ccncc1 | 2 | 1 | -6 | 3 | -7 | -1.4 | -2 | 11 | 5 | -3
CNC(=O)c1ccc(-c2sc3nc(N4CCOCC4)c4c(c3c2N)CC(C)(C)OC4)o1 | 4 | -3 | 6 | 2 | 11 | -14 | 2 | 1 | -4 | -2

Remaining list, next part
SMILES	SIAE primary	LEDGF integ inh	mABHD4 FP	HTRA1 inh	TDP2 absorb	PG9 binder	Tn7 DDE FP	TCR-CD3 inh	UHRF1 MBD2 ctr	PRMT1 inh
Cc1ccc(C)c(NC(=O)C(c2ccccc2)N2CCOCC2)c1 (centres undefined)	1	-3	9	4	-4	-2.1	0	-2	5	4
Cc1ccc(NC(=O)c2cc(S(=O)(=O)N3CCOCC3)cn2C)c(C)c1	-7	-2	2	2	3	-1.0	-4	4	-1	-3
Cc1cccc(NC(=O)CN2CCN(C(=O)C3CCC3)CC2)c1C	2	-7	-1	-9	1	0.5	1	-6	0	7
Cc1cc(C)nc(NC(=O)CN2C(=O)c3ccccc3S2(=O)=O)n1	5	2	-11	-1	-6	1.6	6	-4	2	4
COC(=O)c1cccc(NC(=O)NC(=O)c2ccccc2Cl)c1	-9	-10	-2	0	-8	0.0	-4	-10	1	3
COCCNc1ncnc2nc[nH]c12	-3	-1	-7	10	-2	-1.9	-3	5	3	-1
COc1ccc(C(=O)N(CC2CCCO2)C(C(=O)NC2CCCC2)c2ccc(C)cc2)cc1OC (centres undefined)	-2	0	-4	2	3	-1.5	-7	5	5	-3
NC(=O)NCc1ccc(Cl)cc1	-4	-1	10	-3	-14	2.2	-7	-7	5	3
COc1cc(OC)c(C(=O)OCC(=O)N2CCN(S(=O)(=O)c3ccc(C)cc3C)CC2)cc1OC	5	6	-2	11	1	-1.9	9	7	0	-3
FC(F)(F)Oc1ccc(NC(=S)NCc2ccccc2)cc1	-1	-4	-9	-11	-4	-0.3	-1	14	1	-1
COc1ccc(OC)c(C(=O)NC(CC(N)=O)c2ccc(N3CCCCCC3)c([N+](=O)[O-])c2)c1 (centres undefined)	-1	-2	1	-8	-7	-0.5	3	-4	2	2
O=C(c1ccccc1)N(NC(=O)C(O)(c1ccccc1)c1ccccc1)c1cccc(F)c1	-2	1	-7	-8	14	0.2	7	-3	3	-2
O=S(=O)(c1ccc(Cl)cc1)n1ccc(-c2cccc(OCc3c(F)cccc3Cl)c2)n1	-2	2	-25	-14	-6	1.5	0	-11	2	2
C=CCNC(=O)c1ccc(-n2cccc2)cc1	-4	2	2	2	-2	-2.7	0	-1	24*	0
COc1ccc(CNC(=O)C(C)N2C(=O)NC3(CCCCCCC3)C2=O)cc1 (centres undefined)	1	2	3	2	7	1.2	2	-7	2	-1
Cc1ccccc1NC(=O)CSC(N)=O	-2	3	-2	10	10	-2.5	-2	6	-2	75*
O=C(Nc1ccc(N2CCOCC2)nc1)c1c(F)cccc1F	10	4	-4	·	2	-3.7	-3	6	-1	-4
CCOc1cc(-c2nc(-c3ccccc3OC)no2)cc(OCC)c1OCC	0	2	2	-13	-11	-0.6	6	1	3	0
Cc1ccc(-c2n[nH]c3c2C(c2ccccc2)N(c2ccc(C(=O)O)cc2)C3=O)cc1 (centres undefined)	-5	5	-43	-20	-12	-0.4	8	0	3	8
COc1ccc(NC(=S)N2CCN(Cc3cccc(F)c3)CC2)c(OC)c1	2	-1	3	2	-12	2.5	5	-3	2	5
COc1cc(CC(=O)OCC(=O)NC2CCCCC2C)cc(OC)c1OC (centres undefined)	-2	3	-3	-5	4	-1.9	8	-3	0	-4
CCOc1cc(C(=O)Nc2cc3c(cc2N2CCOCC2)n(C)c(=O)n3C)cc(OCC)c1OCC	5	-2	-6	7	8	-1.2	8	2	1	-6
CS(=O)c1ccccc1-c1nc(-c2ccc([N+](=O)[O-])cc2)no1 (centres undefined)	-1	1	-6	3	-13	0.2	-6	-13	5	0
CC1(C(=O)OCC(=O)Nc2ccc(S(=O)(=O)N3CCOCC3)cc2)CC1(Cl)Cl (centres undefined)	4	3	-1	-4	9	-1.1	-4	-3	-1	-2
CN1CCSc2ccc(C(=O)Nc3cccc(F)c3)cc21	1	-8	5	2	3	-1.1	5	0	-1	-5
CCSc1sccc1C1C(C#N)=C(N)N(c2cccnc2)C2=C1C(=O)CC(C)(C)C2 (centres undefined)	-3	0	1	-3	2	-2.4	0	2	-3	1
CCc1nc(Nc2ccc3c(c2)OCO3)c2oc3ccccc3c2n1	12	2	13	3	-1	-1.8	-3	5	0	0
Cc1cc(C(=O)Nc2ccccc2C(F)(F)F)no1	4	-3	-3	5	1	-3.2	-10	1	0	-2
CCCCc1nc2c(C)c(N)cnc2n1Cc1cccc([N+](=O)[O-])c1	2	1	7	2	-4	-0.8	0	3	-3	1
CCOC(=O)C1=C(COC(=O)c2sccc2C)NC(=O)NC1C (centres undefined)	-7	-3	-24	1	1	0.8	7	0	6	7
O=C(OCC(=O)c1c[nH]c2ccccc12)c1ccc([N+](=O)[O-])s1	1	2	0	18	23	-0.9	-5	2	-4	0
O=C1CC(c2ccc(Cl)cc2)n2nc(N3C(=O)c4ccccc4C3=O)nc2N1 (centres undefined)	2	1	-2	7	-1	1.1	-3	6	1	-1
COc1ccc(C(=O)N/C(=C\c2cn(S(=O)(=O)N(C)C)c3ccccc23)C(=O)N2CCN(C)CC2)cc1	2	4	12	-2	10	-1.8	2	-2	4	-1
O=C1/C(=C\c2ccc(-c3ccccc3Cl)o2)SC(=S)N1CC1CCCO1 (centres undefined)	4	2	-1	0	8	2.2	2	-3	5	7
CC(=O)c1ccc(NC(=O)CSc2nnc(-c3ccoc3C)n2Cc2ccccc2)cc1	0	0	-8	-14	11	-1.4	8	0	-2	-1
Cc1cccn2c(=O)c3cc(S(=O)(=O)c4ccccc4)c(=N)n(Cc4ccco4)c3nc12	3	-1	2	-2	-2	0.8	1	-3	1	4
Cc1ccc(OCC(=O)N/N=C/c2cn(Cc3ccccc3)c3ccccc23)cc1	4	-3	-1	-4	-7	-2.0	7	5	-4	1

Full records from above. Screens in order: SIAE primary, LEDGF integ inh, mABHD4 FP, HTRA1 inh, TDP2 absorb, PG9 binder, Tn7 DDE FP, TCR-CD3 inh, UHRF1 MBD2 ctr, PRMT1 inh
Record of CCOc1cc(C(=O)Nc2cc3c(cc2N2CCOCC2)n(C)c(=O)n3C)cc(OCC)c1OCC → 5, -2, -6, 7, 8, -1.2, 8, 2, 1, -6
Record of C/C(=N/OC(=O)c1c(F)cccc1F)c1nccs1 → -4, 0, 0, 14, 0, -1.3, 6, -4, -1, 0
